Screens deposited in PubChem by several laboratories.
MEKK2wt PB1 HTS – modulators of MEK5 binding to wildtype MEKK2, primary screen, biochemical, multiplex bead flow cytometry, Alexa488-MEK5; Mitogen-activated protein kinase kinase kinase 2 (Homo sapiens), Q9Y2U5; Alexa488-MEK5 binding to MEKK2 WT; actives lie on both sides; binding response (% of control), % at 10 µM; hit rate 1.1% among 290,000; AID 1531, 2009; in the data active = binding response below about 67% or above about 130%
GalR3 antag – GalR3 antagonists in HEK293 cells, primary screen, cell-based, fluorescence readout. inhibition, % at 3 µM. HEK293 GalR3-CNG cAMP membrane potential fluorescence; galR3 body fused to GalR1 C-terminus. hit rate 0.44% among 360,000;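 active = inhibition above the screen-wide average plus 3 SD, cut at about 13% in these data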;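 also: forskolin and galanin both at EC90 stimulate the cells; cAMP rise reported by CNG channel membrane potential dye signal; 0% = forskolin plus galanin with DMSO and 100% = forskolin alone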
Target sequence (O60755 1-299 limits assumed): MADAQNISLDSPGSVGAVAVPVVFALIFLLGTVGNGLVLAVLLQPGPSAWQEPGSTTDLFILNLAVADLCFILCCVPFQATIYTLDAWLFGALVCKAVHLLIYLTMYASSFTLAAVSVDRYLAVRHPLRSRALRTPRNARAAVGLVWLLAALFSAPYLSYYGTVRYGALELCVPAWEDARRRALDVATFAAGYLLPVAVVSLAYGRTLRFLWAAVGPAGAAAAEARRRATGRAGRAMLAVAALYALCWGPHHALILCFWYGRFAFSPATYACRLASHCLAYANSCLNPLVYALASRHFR
UBC9 SUMO inh – inhibitors of in vitro SUMOylation cascade, primary screen, biochemical, HTRF, uHTS. SUMO-conjugating enzyme UBC9 (Homo sapiens), P63279. HTRF SUMOylation assay, SAE1/SAE2 + UBC9. inhibition, % at 35 µM. hit rate 0.36% among 290,000; in the data active = inhibition above about 50%, passing the limit was not always enough; also: strong numbers were not always called active
Target sequence (P63279 whole entry, looked up): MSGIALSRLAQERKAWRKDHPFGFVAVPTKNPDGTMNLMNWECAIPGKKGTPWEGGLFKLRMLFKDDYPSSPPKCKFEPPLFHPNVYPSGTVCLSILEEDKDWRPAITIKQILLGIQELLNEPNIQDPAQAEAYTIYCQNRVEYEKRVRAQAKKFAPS
CRFBP-R2 block – antagonists of CRF-BP/CRF-R2 complex, primary screen, cell-based, HEK293, calcium dye fluorescence, uHTS. AID 588475, 2011. CRF-induced calcium fluorescence. hit rate 0.59% among 350,000. inhibition, % at 11.8 µM;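 active = inhibition of the ligand-induced calcium signal above about 50% at the single tested concentration, limit read from the data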
MEKK3 PB1 HTS – modulators of MEKK3-MEK5 PB1 binding, primary screen, biochemical, wildtype MEKK3, multiplex bead flow cytometry, Alexa488-MEK5 | bead-based flow cytometry, Alexa488-MEK5 binding to MEKK3; actives lie on both sides; 0 = blocked by unlabeled MEK5, 100 = vehicle | binding response (% of control), % at 10 µM | hit rate 1.4% among 290,000;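 active = binding response more than 3 SD above or below the average of its plate-row segment, actives on both sides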;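 also: Alexa488 bead fluorescence after subtracting the streptavidin-only scavenger bead signal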
Target sequence (Q99759 whole entry, looked up): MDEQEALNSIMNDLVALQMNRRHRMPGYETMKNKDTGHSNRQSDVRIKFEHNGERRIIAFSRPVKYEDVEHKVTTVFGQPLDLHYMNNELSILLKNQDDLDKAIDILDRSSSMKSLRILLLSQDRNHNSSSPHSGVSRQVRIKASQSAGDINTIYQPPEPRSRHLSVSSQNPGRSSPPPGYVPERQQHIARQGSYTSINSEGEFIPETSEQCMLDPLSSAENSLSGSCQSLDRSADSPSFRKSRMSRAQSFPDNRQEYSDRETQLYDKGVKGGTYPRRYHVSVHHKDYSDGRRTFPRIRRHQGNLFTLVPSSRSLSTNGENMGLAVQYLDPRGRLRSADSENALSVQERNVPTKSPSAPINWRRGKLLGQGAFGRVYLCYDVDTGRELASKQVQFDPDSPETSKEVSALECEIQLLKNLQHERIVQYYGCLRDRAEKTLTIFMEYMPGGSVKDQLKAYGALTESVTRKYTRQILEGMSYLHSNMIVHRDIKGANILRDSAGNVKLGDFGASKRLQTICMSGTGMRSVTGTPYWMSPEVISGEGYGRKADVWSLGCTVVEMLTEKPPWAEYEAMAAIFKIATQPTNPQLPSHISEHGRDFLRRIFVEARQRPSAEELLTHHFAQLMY
MEKK2 mut-MEK5 – MEK5 binding signal on mutant MEKK2 PB1, primary screen, biochemical, multiplex bead flow cytometry, Alexa488-MEK5; Alexa488-MEK5 binding to MEKK2 mutant; percent response, % at 10 µM; hit rate 0.35% among 290,000; AID 1530, 2009; in the data active = percent response above about 24%, passing the limit was not always enough; also: inactives centre near 1; some results filed as inactive read as strong as hits
CRFR2-BP ag – agonists of CRF-BP/CRF-R2 complex, primary screen, cell-based, HEK293, calcium dye fluorescence, uHTS | CRF-binding protein / CRF receptor 2 complex (human) | calcium dye fluorescence (FLIPR); percent of saturating CRF peptide response | activation, % at 13.2 µM | hit rate 0.46% among 350,000;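 active = activation of at least 50%, plus an integration ratio under a set limit after plate pattern correction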;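 also: plate controls were neutral control wells without compound for no effect and CRF at EC100 for full effect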
DNA FID counter – compounds displacing fluorescent DNA intercalator, primary screen, artefact control for HCV NS3 helicase inhibitor project, biochemical, FID fluorescence | hit rate 0.17% among 290,000 | DNA fluorescent intercalator displacement | inhibition, % at 7.9 µM; in the data active = inhibition above about 37%;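 also: 0% = vehicle and 100% = reference compound; higher means more ethidium bromide displaced from hairpin DNA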
NS3 helicase inh – inhibitors of HCV NS3 helicase, primary screen, biochemical, Cy5 molecular beacon fluorescence; Hepatitis C virus NS3 helicase; NS3 helicase DNA unwinding; inhibition, % at 10.9 µM; hit rate 0.56% among 290,000; AID 1800, 2009;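 active = inhibition above the mean of all tested compounds plus 3 SD, set per campaign, cut at about 35% in these data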;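 also: 0% = DMSO wells and 100% = thioflavine S control wells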
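Compound dosing – single dose, 10.9 µM nominal final, DMSO 0.8% final · System – NS3 helicase fragment of HCV · Buffer or medium – MOPS pH 6.5, MgCl2, DTT, Tween20, BSA · Signal – Cy5 beacon fluorescence read at start and 1 h · Also added – annealed dual-labelled DNA beacon duplex, ATP-started · Schedule – 1 h at 25 °C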
Active calls of the source: *; x = no result given. The list is partial, so the mix of outcomes need not match the whole.

SMILES | MEKK2wt PB1 HTS | GalR3 antag | UBC9 SUMO inh | CRFBP-R2 block | MEKK3 PB1 HTS | MEKK2 mut-MEK5 | CRFR2-BP ag | DNA FID counter | NS3 helicase inh
Cc1ccc(NC(=O)OCC(F)(F)C(F)F)cc1NC(=O)OCC(F)(F)C(F)F | 95 | -3 | 2 | 12 | 98 | -4 | 0.7 | -4 | -4
CCOC(=O)c1cnn(-c2cc(Oc3cccc(C)c3)ncn2)c1N | 103 | -2 | -8 | -6 | 102 | 5 | 5.6 | -5 | 1
COc1ccc2nc(NC(=O)CSc3nnnn3C)sc2c1 | 91 | -3 | 7 | -7 | 100 | -7 | -0.1 | -3 | 4
O=C(O)COc1ccccc1/C=N/NC(=O)CNC(=O)c1ccco1 | 89 | -11 | 17 | -7 | 93 | -3 | 2.3 | 1 | 5
COc1ccc2cc(C(=O)NCC3CCCO3)[nH]c2c1 (centres undefined) | 106 | -8 | 7 | 4 | 106 | 4 | -0.3 | -6 | 3
CCOC(=O)c1ccc(NC(=O)C(=O)NCc2ccc(/C=C(/C#N)C(=O)NCCOC)o2)cc1 | 105 | -1 | 8 | 2 | 114 | -1 | -0.5 | -9 | 0
Cc1ccc(NC(=O)COC(=O)CCCC2=NS(=O)(=O)c3ccccc3N2)cc1C | 95 | 2 | x | -11 | 101 | 2 | -0.4 | -25 | 4
Cc1ccc2nc(C)c(C(=O)N/N=C/c3cccc([N+](=O)[O-])c3)cc2c1 | 112 | 3 | 19 | 13 | 110 | -1 | -1.1 | -19 | 1
Cc1ccc(C(=O)NCC(=O)OCC(=O)NC2CCCC(C)C2C)s1 (centres undefined) | 86 | -6 | 8 | -7 | 68 | -3 | -3.5 | -23 | 0
O=C1C2CC=CCC2C(=O)N1Cc1nnc(-c2ccc(Cl)cc2)o1 (centres undefined) | 91 | -10 | -7 | -11 | 86 | -7 | -2.2 | -13 | -5
CCn1cc(C(=O)NCc2ccc(Cl)cc2)c(=O)c2cc(S(=O)(=O)N3CCOCC3)ccc21 | 95 | 5 | -5 | 0 | 97 | -1 | -2.2 | 1 | 7
C(=N\Nc1nc(-c2ccccc2)cs1)/c1ccncc1 | 93 | -1 | 2 | 1 | 100 | -4 | -1.5 | 5 | -3
O=C(COC(=O)c1cccc(Br)c1)NCCC1=CCCCC1 | 98 | -2 | 10 | 7 | 95 | 1 | -3.1 | -17 | 12
COc1ccccc1Nc1ccncc1[N+](=O)[O-] | 88 | -3 | -4 | -36 | 90 | -8 | -1.2 | -3 | -2
Cc1[nH][nH]c(=O)c1C(c1ccc(-c2ccc(Cl)cc2Cl)o1)c1c(C)[nH][nH]c1=O | 100 | x | 91* | x | 105 | 4 | x | -7 | 8
O=C(CCSCc1ccc(Cl)cc1)NCCC1=CCCCC1 | 105 | -2 | -4 | 4 | 119 | 0 | -4.1 | -17 | -14
O=C(/C=C/c1ccccc1)NC(=S)Nc1cccnc1 | 105 | -9 | -23 | -1 | 107 | 4 | 0.6 | -2 | -5
O=C(CC1C(=O)NCCN1Cc1ccccn1)NCCc1ccccc1F (centres undefined) | 115 | 0 | 18 | 18 | 109 | 12 | -0.7 | -8 | -43
Cc1ccccc1Cn1cnc2ccccc2c1=O | 106 | -4 | 25 | 0 | 106 | 1 | -2.2 | -3 | 16
CCC(=O)Nc1nnc(-c2ccco2)o1 | 104 | 0 | -3 | -1 | 105 | 5 | 0.1 | 2 | 18
COc1ccc(-c2cc(=O)oc3cc(OCC(=O)NCC(O)c4ccccc4)ccc23)cc1 (centres undefined) | 92 | 1 | 25 | 6 | 96 | -3 | 1.1 | -3 | 26
CCCC1=NN2C(=N)/C(=C\c3ccc(SCc4ccco4)o3)C(=O)N=C2S1 | 86 | x | 40 | -27 | 84 | -7 | 33 | -29 | 25
Cc1cccc(NC(=S)NC(NC(=O)OCc2ccccc2)C(Cl)(Cl)Cl)c1 (centres undefined) | 102 | -10 | 27 | 9 | 109 | 6 | -0.8 | -11 | 10
CCc1ccc(C2=NN(C(=O)OC)C(O)(C(F)(F)F)C2)cc1 (centres undefined) | 99 | -3 | 6 | 5 | 97 | 1 | -1.0 | -4 | 2
CCOC(=O)CCC(NC(=O)CCC(=O)NC(CCC(=O)OCC)C(=O)OCC)C(=O)OCC (centres undefined) | 96 | -2 | 9 | 6 | 99 | 0 | -2.5 | -22 | 5

Further records follow:
SMILES | MEKK2wt PB1 HTS | GalR3 antag | UBC9 SUMO inh | CRFBP-R2 block | MEKK3 PB1 HTS | MEKK2 mut-MEK5 | CRFR2-BP ag | DNA FID counter | NS3 helicase inh
CCc1ccc(C(=O)OCC(=O)NC2CCCC2)cc1 | 102 | -8 | 2 | 48 | 101 | 2 | -0.8 | -19 | -6
Cc1ccc(C(=O)N2C3=C(CCCC3)C(=O)NC23CCCCC3)cc1 | 89 | 0 | 18 | -8 | 93 | -7 | 0.2 | -1 | 6
CC(=O)Nc1ccc(SCC(=O)Nc2cc(C)on2)cc1 | 95 | -6 | -25 | -29 | 83 | -3 | 20 | -1 | 11
Cc1ccc2[nH]c(O)c(N=NC(=O)c3ccc(NS(=O)(=O)c4cccs4)cc3)c2c1 | 105 | -1 | 46 | 24 | 118 | 13 | -0.3 | 2 | 7
CCOc1ccc(N2C(=O)CC(n3ccc(C)n3)C2=O)cc1 (centres undefined) | 90 | -6 | 0 | 4 | 77 | 4 | -2.9 | -4 | -14
CCN(CC)S(=O)(=O)c1cccc(-c2nnc(SCCCC(=O)c3ccc(F)cc3)o2)c1 | 90 | -5 | -17 | 28 | 99 | -3 | -0.6 | -26 | -11
CC(C)(C)n1ncc2c(=O)n(CC(=O)NCCc3ccccc3)cnc21 | 108 | -3 | 10 | -8 | 106 | 8 | 1.3 | -8 | 7
CCCCCn1c(=O)c(C(=O)c2ccccc2)nc2ccccc21 | 97 | -4 | 20 | 0 | 97 | -1 | -0.1 | -21 | -7
Cc1c(Cc2ccccc2)c(=O)oc2cc(OCc3ccc(C(=O)O)cc3)ccc12 | 95 | -4 | 35 | 4 | 90 | -1 | -1.3 | -1 | 2
CCOc1ccc(C(=O)Nc2cccc(-c3ccc4nncn4n3)c2)cc1 | 97 | 3 | 5 | -15 | 95 | -4 | -2.8 | -7 | 2
Cc1ccc(C(=O)CCS(=O)(=O)c2ccc(Cl)cc2)cc1 | 104 | -1 | 5 | -8 | 100 | 6 | -0.6 | -17 | 2
CCOC(=O)c1cc2sccc2n1CC(=O)C(C)(C)C | 97 | 6 | 12 | 11 | 101 | -8 | 0.5 | 1 | 8
Cc1ccc(C(=O)N2CCNC(=O)C2CC(=O)Nc2ccc(F)cc2)cc1C (centres undefined) | 97 | -1 | 18 | -9 | 96 | -6 | -2.5 | -24 | 7
Cn1c(SCC(=O)Nc2ccc3c(c2)OCO3)nnc1-c1cnccn1 | 99 | -2 | 6 | 0 | 98 | 0 | 0.3 | -3 | 6
CCOC(=O)CN(c1ccccc1)S(=O)(=O)c1ccc(F)cc1 | 90 | -5 | 7 | 17 | 95 | -10 | -0.9 | -6 | -3
Cc1cc(NC(=O)CSc2nnc(-c3ccncc3)n2-c2ccc(F)cc2)no1 | 86 | 5 | 5 | -4 | 90 | -13 | -1.5 | -23 | -2
Cc1ccc(C)c(C(=O)CCC(=O)O)c1 | 76 | -3 | 4 | 16 | 74 | 3 | -2.4 | -4 | 6
COc1ccc(/C=N/c2oc(C)c(C)c2C#N)c(OC)c1 | 80 | -1 | 19 | 15 | 95 | -14 | -1.3 | -4 | -5
O=C(C1=NN(c2ccccc2)C2C(=O)N(c3ccccc3Cl)C(=O)C12)c1ccccc1 (centres undefined) | 96 | -1 | 20 | -138 | 111 | -1 | 135* | -30 | 20
COc1ccccc1-c1nc(-c2ccccn2)no1 | 103 | 2 | -3 | 5 | 103 | 9 | 4.8 | -3 | 1
Cc1ccc(F)cc1NC(=O)CCOc1ccccc1 | 102 | -1 | -8 | 6 | 103 | -5 | -0.6 | -2 | 5
O=C(C1CCN(S(=O)(=O)c2cccc([N+](=O)[O-])c2)CC1)N1CCOCC1 | 99 | -5 | 2 | 8 | 102 | -1 | -0.1 | 2 | 0
O=C(N/N=C/c1ccc([N+](=O)[O-])cc1)c1[nH]ncc1Br | 99 | -7 | 18 | -2 | 105 | -6 | -1.6 | 2 | 9
Cc1nc2scc(C)n2c(=O)c1S(=O)(=O)N1CCN(c2ccccc2F)CC1 | 101 | -7 | -4 | -7 | 103 | 2 | -0.7 | -24 | 13
Cc1ccc(C2CC(c3ccc(C)cc3)n3nc(N)nc3N2)cc1 (centres undefined) | 98 | 1 | -6 | -33 | 98 | 1 | 16 | -25 | -9

Individual results from the results shown.
`CCc1ccc(C(=O)OCC(=O)NC2CCCC2)cc1` – NS3 helicase inh = -6
`Cc1ccc(C2CC(c3ccc(C)cc3)n3nc(N)nc3N2)cc1` (centres undefined) – MEKK2 mut-MEK5 = 1

New compounds follow:
SMILES | MEKK2wt PB1 HTS | GalR3 antag | UBC9 SUMO inh | CRFBP-R2 block | MEKK3 PB1 HTS | MEKK2 mut-MEK5 | CRFR2-BP ag | DNA FID counter | NS3 helicase inh
CCc1ccccc1OCCCCCNCCO | 112 | -7 | 13 | -3 | 106 | 9 | -0.2 | 8 | 6
CC1CCCCN1S(=O)(=O)c1csc(C(N)=O)c1 (centres undefined) | 97 | 3 | 0 | -7 | 96 | 1 | -1.3 | 0 | 2
CCOc1ccc(CN(C)CC(=O)NCc2ccccc2Cl)cc1 | 100 | -6 | 13 | 10 | 107 | -2 | -8.6 | 4 | -12
C=C(C)C(C)(C#CCN1CCCC1)OC(C)=O (centres undefined) | 108 | -3 | -2 | 3 | 106 | 9 | -2.1 | 3 | 6
COc1cc(OC)c2ccc(=O)oc2c1C(CCN1CCCC1)c1ccc2c(c1)OCO2 (centres undefined) | 101 | -3 | 12 | -5 | 106 | 6 | 1.2 | x | x
Cc1ccc(Cc2cc(C)n[nH]c2=O)cc1 | 95 | -6 | 4 | -14 | 99 | -4 | 0.5 | -1 | 0
CC(C)CNc1nnnc2c1sc1nc(N3CCOCC3)c3c(c12)CC(C)(C)SC3 | 94 | 0 | 9 | -11 | 103 | 2 | 1.7 | -13 | 0
O=C(N1CCOCC1)N1CCN(c2ccccn2)CC1 | 100 | -2 | 9 | 1 | 98 | 11 | -0.7 | 1 | 11
CCSC(=Nc1ccccc1)C1=C(O)COC1=O | 111 | -1 | 5 | 21 | 105 | 12 | -0.6 | 5 | 2

Profiles, looked up by structure:
Results for CCc1ccccc1OCCCCCNCCO → MEKK2wt PB1 HTS: 112; GalR3 antag: -7; UBC9 SUMO inh: 13; CRFBP-R2 block: -3; MEKK3 PB1 HTS: 106; MEKK2 mut-MEK5: 9; CRFR2-BP ag: -0.2; DNA FID counter: 8; NS3 helicase inh: 6
Results for CCSC(=Nc1ccccc1)C1=C(O)COC1=O → MEKK2wt PB1 HTS: 111; GalR3 antag: -1; UBC9 SUMO inh: 5; CRFBP-R2 block: 21; MEKK3 PB1 HTS: 105; MEKK2 mut-MEK5: 12; CRFR2-BP ag: -0.6; DNA FID counter: 5; NS3 helicase inh: 2
